# High-throughput results: PubChem, several laboratories
# JMJD2C inh – blocks human GASC-1 demethylase activity; AID 2099; inhibition, % at 2.35 µM; GST-JMJD2C(1-420) H3K9me3 demethylation, DELFIA europium; Q9H3R0; 330,000 compounds, 0.069% hits;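 active = more than half of a compound's replicate wells show inhibition beyond 50%, single wells judged on their own value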;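 note: signal counts dimethyl H3K9 product captured on neutravidin plate; 0% = median of DMSO wells and 100% = 0.3 times that DMSO median; strong numbers were not always called active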
# ZTA DNA inh – ZTA (EBV) inhibition in EBNA-1 counter-screen; inhibition, % at 11 µM; AID 2234; P03206; 320,000 compounds, 0.15% hits; ZTA-DNA binding, fluorescence polarization; in the data active = inhibition above about 33%
# Target sequence (P03206 whole entry, looked up): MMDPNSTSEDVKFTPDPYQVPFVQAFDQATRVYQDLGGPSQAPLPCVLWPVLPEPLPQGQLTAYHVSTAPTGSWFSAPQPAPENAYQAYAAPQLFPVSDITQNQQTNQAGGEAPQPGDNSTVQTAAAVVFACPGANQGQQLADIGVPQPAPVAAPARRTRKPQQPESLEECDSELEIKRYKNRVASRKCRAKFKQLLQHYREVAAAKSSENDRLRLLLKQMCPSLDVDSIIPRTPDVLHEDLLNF
# PP1 counter – PP1-alpha (human) inhibition in PP5 counter-screen. P62136. purified PP1alpha, OMFP fluorescence. inhibition, % at 6.7 µM. 320,000 compounds, 0.9% hits. AID 2235;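 active = inhibition above the mean inhibition of all tested compounds plus 3 SD, computed separately for each screening campaign, cut at about 15% in these data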
# Target sequence (P62136 whole entry, looked up): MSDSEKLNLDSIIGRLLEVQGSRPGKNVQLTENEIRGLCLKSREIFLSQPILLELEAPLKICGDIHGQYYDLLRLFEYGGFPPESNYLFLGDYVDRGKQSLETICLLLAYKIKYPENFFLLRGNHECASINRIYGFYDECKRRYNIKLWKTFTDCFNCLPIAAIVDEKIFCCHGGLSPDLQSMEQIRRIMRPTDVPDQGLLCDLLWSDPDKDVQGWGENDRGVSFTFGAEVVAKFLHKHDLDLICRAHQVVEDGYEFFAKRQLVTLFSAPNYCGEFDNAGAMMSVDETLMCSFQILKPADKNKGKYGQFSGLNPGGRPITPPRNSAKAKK
# Yeast superoxide – lowers age-related superoxide in aged yeast cells | S. cerevisiae aged cells, superoxide DHE fluorescence; stronger effect = lower value | superoxide response (% of plate mean), % at 10 µM | 330,000 compounds, 0.18% hits;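 active = superoxide response under a set limit, about three screen SD below normal, cut at about 65% in these data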;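 note: yeast aged for seven days with compound at 30 °C before DHE staining; 100% = average MFI of all compound-treated wells on the plate with controls excluded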
# CTSL1 counter – counter-screen for PFM18AAP inhibitors: inhibitors of F. hepatica cathepsin L1; inhibition, % at 5.96 µM; AID 1906; 300,000 compounds, 0.49% hits; recombinant F. hepatica cathepsin L1, Z-Leu-Arg-MCA fluorescence;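 active = inhibition above the mean of all tested compounds plus 3 SD, set per screening campaign, cut at about 17% in these data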;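 note: 0% = plate median of test compound wells and 100% = 1 µM Z-Phe-Ala-diazomethylketone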
# TPT1 inh – inhibitors of Candida albicans tRNA 2'-phosphotransferase TPT1; recombinant caTPT1, FP RNA substrate dephosphorylation; inhibition, % at 5 µM; 300,000 compounds, 0.81% hits; AID 1962;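 active = inhibition above the mean of all tested compounds plus 3 SD, set per screening campaign, cut at about 24% in these data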;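 note: plate controls were DMSO alone for no effect and ferristatin control at 100 nM for full effect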
# EBNA-1 inh – blocks EBNA-1 binding to DNA; 300,000 compounds, 0.34% hits; inhibition, % at 14.8 µM; AID 1950; EBNA-1 DNA binding, fluorescence polarization; in the data active = inhibition above about 28%
# core dimer inh – blocks dimerization of HCV core protein; inhibition, % at 5 µM; TR-FRET GST/Flag-core106 dimerization, 1536-well; 300,000 compounds, 0.33% hits;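 active = inhibition above the mean of all tested compounds plus 3 SD, set per screening campaign, cut at about 45% in these data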
#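 System – GST-tagged and Flag-tagged HCV core protein residues 1-106 · Repeats – one well for each compound · Technique – TR-FRET 671 and 617 nm emission · Doses – one concentration, 5 µM, in 0.5% DMSO · Times – 4 h, 22.5 °C incubation · Also added – Eu donor and XL665 acceptor anti-tag antibodies · Measure – percent inhibition of core106 dimerization signal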
# PP5 primary – inhibitors of human protein phosphatase 5 (PP5). 320,000 compounds, 0.18% hits. inhibition, % at 6.7 µM. purified PP5c, OMFP substrate fluorescence. AID 1987. P53041;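 active = inhibition above the campaign's mean inhibition across all tested compounds plus 3 SD, cut at about 9.5% in these data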;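 note: 0% = DMSO only and 100% = 100 µM cantharidin control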
# Target sequence (P53041 whole entry, looked up): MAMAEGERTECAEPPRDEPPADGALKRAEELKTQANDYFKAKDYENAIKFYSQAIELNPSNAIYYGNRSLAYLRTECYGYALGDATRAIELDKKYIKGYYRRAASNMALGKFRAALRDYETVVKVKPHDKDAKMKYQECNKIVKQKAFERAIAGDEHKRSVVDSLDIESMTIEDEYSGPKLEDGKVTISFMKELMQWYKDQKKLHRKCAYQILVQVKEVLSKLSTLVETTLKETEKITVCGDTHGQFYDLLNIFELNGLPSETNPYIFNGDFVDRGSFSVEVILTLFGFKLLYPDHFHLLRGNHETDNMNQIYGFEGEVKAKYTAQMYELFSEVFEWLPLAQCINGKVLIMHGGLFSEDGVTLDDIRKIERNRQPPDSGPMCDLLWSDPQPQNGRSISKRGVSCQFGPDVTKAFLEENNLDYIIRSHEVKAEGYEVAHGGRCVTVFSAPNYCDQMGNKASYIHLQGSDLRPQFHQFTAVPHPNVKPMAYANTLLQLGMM
# * hit, by the source's call; nt = not tested or not shown.
# Start of the listing, in advance (2 entries):
SMILES,JMJD2C inh,ZTA DNA inh,PP1 counter,Yeast superoxide,CTSL1 counter,TPT1 inh,EBNA-1 inh,core dimer inh,PP5 primary
CN1C(=O)C2(OCC(C)([N+](=O)[O-])CO2)c2ccccc21 (configuration not stated),-2,5,-5,102,-1,1,4,5,-3.2
CC(C)CNC(=O)c1cc([N+](=O)[O-])ccc1N1CCCCC1,-1,-27,-5,91,3,1,-9,-2,3.1

# The whole of this part (from the top)
SMILES,JMJD2C inh,ZTA DNA inh,PP1 counter,Yeast superoxide,CTSL1 counter,TPT1 inh,EBNA-1 inh,core dimer inh,PP5 primary
CN1C(=O)C2(OCC(C)([N+](=O)[O-])CO2)c2ccccc21 (configuration not stated),-2,5,-5,102,-1,1,4,5,-3.2
CC(C)CNC(=O)c1cc([N+](=O)[O-])ccc1N1CCCCC1,-1,-27,-5,91,3,1,-9,-2,3.1
O=C1CCN(CCCc2ccccc2)CCN1CCO,6,-20,-3,104,-3,1,-1,-15,0.6
Nc1cccc(O)c1,17,-9,-2,73,nt,nt,nt,nt,2.4
COc1cc(N/C=C(\C(C)=O)c2ccccc2)cc(OC)c1,nt,-6,1,86,3,-7,-6,0,0.6
CSC1=N/C(=C\c2cccc(F)c2)C(=O)S1,-13,-3,1,102,-1,-4,-7,8,2.2
Cc1cc(OC(=O)C(C)(C)C)c([N+](=O)[O-])c(=O)[nH]1,2,-8,-7,92,-2,0,6,-5,3.3
NC(=O)c1ccccc1OC1CCC1,3,-17,-4,101,-6,-1,6,-3,0.2
COc1cccc(C(=O)N(Cc2ccco2)Cc2cc3cccc(C)c3[nH]c2=O)c1,-2,0,-3,99,-4,1,-7,-1,0.8
O=C(Nc1cc([N+](=O)[O-])ccc1O)c1cccc(C(=O)Nc2cc([N+](=O)[O-])ccc2O)c1,8,7,-5,111,2,-4,1,0,-0.2
Cc1cccc(N2CCN(S(=O)(=O)c3ccc4c(c3)CCCN4C(=O)C3CCC3)CC2)c1C,-25,4,6,91,1,-3,2,18,2.4
COc1ccc(S(=O)(=O)N2CCC(C(=O)N[C@H](C(=O)N3CCCC3)C(C)C)CC2)cc1,2,-1,-7,107,-4,-3,9,1,0.9
O=C(NCCN1CCOCC1)c1cc(S(=O)(=O)Nc2ccccc2F)c(Cl)cc1Cl,2,-1,-3,102,-2,0,-2,-1,2.3
CCn1c(N2CCN(C(=S)NC)CC2)nc2ccccc21,2,-18,-1,89,0,-3,2,-1,0.5
CCOC(=O)C1=C(C)NC(C)=C(C(=O)OCC)C1/C=C/c1ccccc1OC,2,3,0,94,2,-4,19,-6,1.7
Cc1ccc(S(=O)(=O)Nc2ccc(SC(F)F)cc2)c(C)c1,14,3,5,97,-7,0,0,-2,5.8
CC(=O)Nc1ccc(NC(=O)C2CCCN2C(=O)NC2CCCCC2)cc1 (configuration not stated),-15,-4,0,97,0,0,-1,-2,2.9
CCc1cc2c(=O)c(-c3nc4ccccc4n3C)c(C)oc2c(CN2CCOCC2)c1O,23,-17,0,107,-1,-2,-11,-14,1.9
Cn1nc(C(F)(F)F)cc1-c1ccc(/C=C(\C#N)C(=O)c2ccccc2)s1,4,-4,-1,89,0,9,-3,3,1.6
CC1CCN(CC(=O)Nc2ccc(Br)cc2[N+](=O)[O-])CC1,6,-5,-6,114,2,-3,-7,0,-0.1
Cc1ccc(/C=N/Nc2cccc3cccnc23)c(O)c1,-9,-8,0,98,1,1,2,-13,1.7
CC1(O)N(CCC(=O)Nc2cccc(F)c2)C(=O)OC12CCCCC2 (configuration not stated),7,1,-3,102,-3,-1,1,-2,-1.5
COc1ccc(N(C)C(=O)c2cc3c(s2)-c2ccc(Cl)cc2S(=O)(=O)C3)c(OC)c1,-4,-12,3,102,4,-2,-13,16,0.5
CC(C(=O)NCc1ccco1)n1ccc2cc(S(=O)(=O)N3CCCC3)ccc21 (configuration not stated),-19,-5,-2,93,3,-5,9,-6,-1.8
CC(/C=N/NC(=O)c1ccncc1)=C\c1ccccc1,-227,0,-1,91,5,0,-4,-1,0.1
Cn1c(SCC(=O)Nc2cccc(S(=O)(=O)N3CCOCC3)c2)nnc1-c1ccncc1,13,-1,-3,98,-4,-3,-4,0,-0.8
COc1ccccc1C(=O)COC(=O)CCNS(=O)(=O)c1ccc(C)c(C)c1,6,14,-2,89,-15,3,0,5,-0.3
O=C(c1ccc(Cl)cc1)C1CCCN(Cc2cccn2-c2ccccn2)C1 (configuration not stated),-7,-4,4,97,-1,-4,3,0,-1.2
O=C(Nc1ccc2c(c1)OCO2)c1ccc(CN2CCOCC2)cc1,2,12,2,97,-1,-7,5,29,1.0
CS(=O)(=O)n1nc(-c2ccc(Cl)cc2)nc1N,1,7,-6,111,0,-3,1,-3,-4.4
C=CCN1C(=O)/C(=C\c2cc(Br)c(OCc3ccccn3)c(OC)c2)SC1=S,4,-4,-1,110,0,-3,5,3,-2.6
COCCNC(=O)C(=O)N/N=C/c1ccccc1C(F)(F)F,13,-4,0,87,0,1,8,0,-0.5
COC(=O)c1[nH]c2cccc(OC)c2c1NC(=O)CN1CCOCC1,0,1,-3,97,4,-4,-3,-4,1.3
CC12CC3(C)CC(C)(C1)CC(C(=O)NCc1ccccn1)(C2)C3,-2,-15,-3,86,-2,-3,-4,-3,-2.0
CCOC(=O)CSc1nc2ccccc2c(=O)n1-c1ccc(C(=O)NCCOC)cc1,1,0,0,107,1,1,-1,-2,-2.2
CCCCOc1ccc(C(=O)NCC(=O)NCCOc2ccccc2)cc1,-3,-15,-1,83,0,-1,6,5,-1.3
CN(C)P(=NC(=O)COc1ccc(Cl)cc1Cl)(N(C)C)N(C)C,-1,-2,2,89,2,2,7,-2,2.1
CCCc1cnc(N2CCN(S(C)(=O)=O)CC2)nc1,5,-1,-3,103,-2,3,-5,0,-1.4
CCCCC(CC)CN1C(=O)/C(=C/c2ccncc2)SC1=S (configuration not stated),-1,15,-3,113,0,3,0,0,1.2
CC(C)C(C)NC(=O)CN1C(=O)NC2(CCc3ccccc3C2)C1=O (configuration not stated),-9,4,2,102,-4,0,-14,-8,1.2

# Nothing new here: 16 of the compounds above.
SMILES,JMJD2C inh,ZTA DNA inh,PP1 counter,Yeast superoxide,CTSL1 counter,TPT1 inh,EBNA-1 inh,core dimer inh,PP5 primary
Cc1ccc(S(=O)(=O)Nc2ccc(SC(F)F)cc2)c(C)c1,14,3,5,97,-7,0,0,-2,5.8
CC(=O)Nc1ccc(NC(=O)C2CCCN2C(=O)NC2CCCCC2)cc1 (configuration not stated),-15,-4,0,97,0,0,-1,-2,2.9
CCc1cc2c(=O)c(-c3nc4ccccc4n3C)c(C)oc2c(CN2CCOCC2)c1O,23,-17,0,107,-1,-2,-11,-14,1.9
Cn1nc(C(F)(F)F)cc1-c1ccc(/C=C(\C#N)C(=O)c2ccccc2)s1,4,-4,-1,89,0,9,-3,3,1.6
CC1CCN(CC(=O)Nc2ccc(Br)cc2[N+](=O)[O-])CC1,6,-5,-6,114,2,-3,-7,0,-0.1
Cc1ccc(/C=N/Nc2cccc3cccnc23)c(O)c1,-9,-8,0,98,1,1,2,-13,1.7
CC1(O)N(CCC(=O)Nc2cccc(F)c2)C(=O)OC12CCCCC2 (configuration not stated),7,1,-3,102,-3,-1,1,-2,-1.5
COc1ccc(N(C)C(=O)c2cc3c(s2)-c2ccc(Cl)cc2S(=O)(=O)C3)c(OC)c1,-4,-12,3,102,4,-2,-13,16,0.5
CC(C(=O)NCc1ccco1)n1ccc2cc(S(=O)(=O)N3CCCC3)ccc21 (configuration not stated),-19,-5,-2,93,3,-5,9,-6,-1.8
CC(/C=N/NC(=O)c1ccncc1)=C\c1ccccc1,-227,0,-1,91,5,0,-4,-1,0.1
Cn1c(SCC(=O)Nc2cccc(S(=O)(=O)N3CCOCC3)c2)nnc1-c1ccncc1,13,-1,-3,98,-4,-3,-4,0,-0.8
COc1ccccc1C(=O)COC(=O)CCNS(=O)(=O)c1ccc(C)c(C)c1,6,14,-2,89,-15,3,0,5,-0.3
O=C(c1ccc(Cl)cc1)C1CCCN(Cc2cccn2-c2ccccn2)C1 (configuration not stated),-7,-4,4,97,-1,-4,3,0,-1.2
O=C(Nc1ccc2c(c1)OCO2)c1ccc(CN2CCOCC2)cc1,2,12,2,97,-1,-7,5,29,1.0
CS(=O)(=O)n1nc(-c2ccc(Cl)cc2)nc1N,1,7,-6,111,0,-3,1,-3,-4.4
C=CCN1C(=O)/C(=C\c2cc(Br)c(OCc3ccccn3)c(OC)c2)SC1=S,4,-4,-1,110,0,-3,5,3,-2.6

# Additional structures.
SMILES,JMJD2C inh,ZTA DNA inh,PP1 counter,Yeast superoxide,CTSL1 counter,TPT1 inh,EBNA-1 inh,core dimer inh,PP5 primary
COc1ccc(S(=O)(=O)N/N=C(/C)c2ccc(Cl)cc2)cc1,12,5,-4,109,-1,4,-11,1,4.4
Cn1cnc2nc3n(c2c1=O)CCC3,38,-8,-3,86,1,-3,2,-7,0.2
COC(=O)c1ccc(NC(=O)C2CCCN2S(=O)(=O)c2ccc(C)cc2)cc1 (configuration not stated),-5,-4,1,101,-1,-1,6,-3,0.1
Cc1ccccc1OCC(=O)NC(=S)Nc1cccc2cc(O)ccc12,-2,8,-1,95,2,-2,11,27,5.7
Cc1nc(-c2ccc(Cl)cc2)sc1C(=O)NNC(=O)C(C)C,-7,-5,0,93,0,0,-1,-1,-2.9
CN(C)S(=O)(=O)c1ccc(-c2ccccc2)cc1,0,11,-3,101,0,-1,-12,-3,2.7
O=C(c1ccco1)N1CCN(c2ncnc3scc(-c4ccccc4)c23)CC1,2,12,-2,97,-2,3,14,12,0.1
COC(=O)c1[nH]c2cccc(C)c2c1NC(=O)CN1CCCc2ccccc21,12,-6,4,94,4,29*,0,-2,1.0
O=C(CCn1c(=S)[nH]c2ccccc2c1=O)NCCc1ccc(Cl)cc1,6,-11,4,110,-3,3,-3,4,-1.6
CCCCS(=O)(=O)Nc1ccc(C(=O)NCC2CCCO2)cc1 (configuration not stated),-3,-8,-5,95,-1,-1,-12,-3,1.3
CCOC(=O)/C=C/[C@H]1CC(c2ccccc2)(c2ccccc2)CO1,3,-6,-3,78,nt,nt,nt,nt,-0.2
Cn1c(-c2ccc(F)cc2)cnc1NCc1cc2c(cc1[N+](=O)[O-])OCO2,5,-1,3,91,-2,-4,-3,-3,1.6
COc1ccc(N(C(=O)COc2cccc(C)c2)S(=O)(=O)c2ccc(C)cc2)cc1,-4,7,1,93,-9,0,2,9,2.7
Cn1nc(C(=O)NCc2cccs2)c2ccccc2c1=O,3,1,2,93,-1,-1,3,4,2.5
COc1ccc2nc(NC3=NCCC3)sc2c1,14,4,0,104,4,1,-5,5,1.5
O=C(N=Nc1c(O)n(Cc2ccccc2)c2ccccc12)c1ccncc1,3,-5,1,111,6,-2,4,5,8.8
COc1ccccc1CC(=O)Nc1ccc(S(=O)(=O)N2CCCC2)cc1,-5,2,0,96,-2,0,-4,8,0.2
O=C(Nc1ccc(Cl)c(Cl)c1)N(Cc1cccnc1)Cc1ccco1,9,17,-3,97,0,0,-11,-3,5.3
CCN(CC(=O)Nc1c(F)cccc1F)C(=O)/C=C/c1c(C)nn(-c2ccc(F)cc2)c1C,0,-4,2,90,2,1,-15,0,0.6
Cc1nn(C)cc1CN(C)C(=O)c1ccc(OC2CCN(Cc3ccccn3)CC2)cc1,-3,-8,-1,100,-2,-2,-11,-6,1.1
O=C1c2cccc3cccc(c23)C(=O)N1c1cccc(O)c1,-23,-3,-5,105,-1,-3,-14,-1,1.3
CC1(C)C2CCC1(C)C(OCC[N+](C)(C)CC(=O)OC1CCCCC1)C2 (configuration not stated),-8,-2,1,98,3,-3,8,-14,3.5
